Screens (PubChem BioAssay)
H9c2 TAG inh – inhibitors of triacylglycerol accumulation, primary screen, cell-based, uHTS, fluorescence, H9c2 | H9c2 cells, Nile Red lipid (TAG) fluorescence; cells loaded with 200 µM oleic acid | inhibition, % at 12.5 µM | actives 0.66% (n = 230,000) | AID 651582, 2012;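 active means pattern-corrected inhibition of lipid staining of at least 50% with the nuclear-stain viability signal not falling by more than 50%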;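 further: 0% = DMSO wells and 100% = triacsin C control wells; some results filed as inactive read as strong as hits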
H9c2 TAG inh DAPI viability – further read-out of H9c2 TAG inh, marked with its call; DAPI nuclei signal change (viability), lower = more cytotoxic, %;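 whole-well DAPI fluorescence read on a plate reader as a viability signal; minus 50 percent equals half of cells still viable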
* hit, by the source's call. An excerpt (hit frequency here may not be typical).

SMILES	H9c2 TAG inh	H9c2 TAG inh DAPI viability
Cc1ccc(-[n+]2c(Cc3nn(-c4ccccc4)c(C)[n+]3-c3ccc(C)cc3)nn(-c3ccccc3)c2C)cc1	-11.4	3.0
CCOCCN1CCC(OC(C)=O)C(C)C1 (stereo not given)	-4.9	6.2
CCOCCc1c(O)[nH]c(=S)[nH]c1=O	22.4	-7.6
COc1ccc(CCNCc2cc(OC)cc(OC)c2)cc1	0.8	9.1
CN1CCN(CC(=O)Nc2ccc(Cl)cc2C(=O)c2ccccc2)CC1	10.0	-4.5
COC(=O)C1=C(c2ccccc2OCc2ccccc2)C[C@@H]2CC[C@H]1N2C(=O)NCc1ccc(F)cc1	39.1	-5.7
O=C(c1ccco1)c1cn(Cc2ccccc2)c2ccccc12	-12.3	-0.5
Cc1ccc(-n2c(O)c(C=Nc3ccccc3N)c(=O)[nH]c2=O)cc1C	1.5	-6.9
CN1CCCC2c3ccccc3CCC21 (stereo not given)	13.7	-3.2
Cc1cc(Cl)ccc1C(=O)C1CCCN(Cc2ccon2)C1 (stereo not given)	-6.5	9.1
C[n+]1ccc(-c2ccccc2)c2ccccc21	-36.7	3.9
CC(=NCCN1CCCCC1)c1c(O)n(-c2ccccc2)c(=O)[nH]c1=O	2.6	6.5
COc1ccc(C(=O)c2nc3ccccc3n2C(C)C)cc1	-75.6	-1.1
O=P1(Oc2ccccc2)OCCCS1 (stereo not given)	-23.9	2.9
COc1ccc(C(=O)C2CCCN(C3CSCCSC3)C2)c(OC)c1 (stereo not given)	-16.5	11.6
CC(C)(C)C(=O)Nc1ccc(S(=O)(=O)N2CC3CC(C2)c2cccc(=O)n2C3)cc1 (stereo not given)	10.5	-4.4
O=C(CCc1nc(-c2ccccc2F)no1)N1CCC2(CC1)OCCO2	9.8	0.6
O=C1NC(=O)N(c2ccc(Br)cc2)C(=O)/C1=C/c1ccsc1	-1.1	2.0
COC1=C(C)C(=O)O[C@]12C(=O)C(C)=C1CCCCN3[C@H]([C@@H]4C[C@H](C)C(=O)O4)CC[C@]132	9.4	-5.9
O=C(Nc1c(F)cc(F)cc1F)c1cccn(Cc2ccccc2)c1=O	1.7	-1.7
CCCNS(=O)(=O)c1ccc(OCC(=O)N2CCN(Cc3ccc4c(c3)OCO4)CC2)c(C)c1	-5.0	5.8
CC(=NCCCO)c1c(O)[nH]c(=O)[nH]c1=O	6.1	-5.2
OC(CCNCCc1c[nH]c2ccccc12)C(F)(F)Cl (stereo not given)	0.3	-11.6
CC12CCC3C(CCC4CC(=O)OCC43C)C1CCC2O (stereo not given)	-4.3	1.6
COC(=O)C1=C(c2ccccc2OCc2ccccc2)C[C@@H]2CC[C@H]1N2C(=O)NCCOc1ccccc1	43.7	-8.5
Later entries:
SMILES	H9c2 TAG inh	H9c2 TAG inh DAPI viability
CCOP(=S)(OCC)Oc1cc(C)oc(=O)c1Cl	1.5	1.3
COCCO[C@H]1CC[C@@]2(C)C(=CCC3C2CC[C@@]2(C)C3CC[C@]2(C)O)C1 (stereo not given in full)	-10.4	1.6
O=C1C=CC(=O)C=C1	-3.1	5.2
Cc1ccc2c(c1)C1CN(C)CCC1N2C(=O)c1ccc(Br)o1 (stereo not given)	3.4	3.3
CC(=O)C1(O)CCC2C3CCC4=C(Cl)C(=O)CCC4(C)C3CCC21C (stereo not given)	-0.3	0.9
CSc1nc(NC(C)C)nc(NC(C)C)n1	-3.1	6.1
O=P(O)(O)CN1CCNCCN(CP(=O)(O)O)CCNCC1	56.8*	-43.6*
O=C(CSC1c2ccccc2-c2ccccc21)N/N=C/c1ccc(C(=O)O)cc1	-6.6	3.4
CC(=O)c1cc(C(C)=O)c(C)[n+](C)c1C	0.9	-2.1
C[C@]12CCC3C(CC[C@H]4C[C@@H](O)CC[C@]34C)C1C[C@H](Br)[C@@H]2O (stereo not given in full)	-9.9	-6.2
Cc1ccsc1C(=O)C1CCCN(CCO)C1 (stereo not given)	6.3	3.1
CP(=O)(Nc1ccccc1)C(Cl)(Cl)Cl (stereo not given)	-13.2	4.1
O=c1[nH]c(=O)n(CCC2=CCCCC2)c(O)c1/C=N/N1CCOCC1	-4.3	-7.7
C=CCn1c(O)c(/C=C2\C=Nc3ccccc32)c(=O)[nH]c1=O	12.0	-3.8
Nc1ncc(P(=S)(N2CCOCC2)N2CCOCC2)s1	-15.4	7.2
C=CCC1(Nc2ccccc2)CC(C)N(C)CC1C (stereo not given)	5.7	-2.2
O=C(O)CCn1cc(C=C2C(=O)NC(=S)NC2=O)c(-c2cccc(Cl)c2)n1	-8.3	7.6
CCOc1ccc(N2C(=O)NC(=O)/C(=C\c3ccccc3[N+](=O)[O-])C2=O)cc1	13.9	4.0
COc1cccc(NP2(=O)OCC(C)([N+](=O)[O-])CO2)c1 (stereo not given)	-14.3	2.8
CC(=O)NCC1=C(c2ccc3ccccc3c2)C[C@@H]2CC[C@H]1N2Cc1ccco1	-0.4	-0.3
CC(C)C[C@H]1C(=O)N2CCC[C@H]2[C@]2(O)O[C@](NC(=O)[C@@H]3C=C4c5cccc6[nH]cc(c56)C[C@H]4N(C)C3)(C(C)C)C(=O)N12	7.0	10.0
O=c1c2ccccc2nc(-c2ccccc2)n1-c1ccc(O)cc1	-6.2	-7.9
Cc1ncc(CN2CCCC(C(=O)c3cccc(OC(C)C)c3)C2)s1 (stereo not given)	5.8	-2.9
Cc1cccnc1-n1c(CN2C(=O)c3ccccc3C2=O)nc2ccccc2c1=O	-11.0	10.3
COC(=O)C1=C(c2cccc(OCc3ccccc3)c2)C[C@@H]2CC[C@H]1N2C(=O)NCCc1ccc(F)cc1	-13.4	11.7
Following part.
SMILES	H9c2 TAG inh	H9c2 TAG inh DAPI viability
CC(Cc1ccccc1)NC(=O)C(c1ccc(N)cc1)c1ccc(N)cc1 (stereo not given)	-3.4	1.9
O=c1c2ccccc2nc(/C=C\c2ccccc2[N+](=O)[O-])n1-c1ccccc1O	2.2	-1.7
COC(=O)C1=C(c2ccc(F)cc2OCc2ccccc2)C[C@@H]2CC[C@H]1N2C(=O)NCc1cc(C)oc1C(F)(F)F	36.3	-15.5
CC1=C(C)CC2(C(=O)NC(=O)NC2=O)C(C)C1 (stereo not given)	4.0	1.8
COc1cccc(OC)c1C1=NCC(=O)Nc2c1oc1ccc(Br)cc21	0.7	-24.1
CC(C)Cc1nc(N2CCNCC2)c(C#N)c2c1CCC2	15.4	3.6
CCCCn1nc(C)c(C(=O)O)c1Cl	-7.0	4.1
CC1CCC/C=C/C2CC(O)CC2C(O)/C=C/C(=O)O1 (stereo not given)	140.1	-70.8
Nc1ccccc1N=Cc1c(O)n(CCC2=CCCCC2)c(=O)[nH]c1=O	10.6	-7.9
CC(C(N)=O)N1CC(c2ccc(Cl)cc2)CC1=O (stereo not given)	-9.6	7.2
Cc1ccc(-c2nc(N3CCOCC3)s[n+]2-c2ccccc2)cc1	14.2	-5.3
O=C(CCn1c(=O)oc2ccccc21)N1CCC2(CC1)OCCO2	-21.4	7.5
O=C1Nc2ccccc2Sc2ccccc21	-3.4	-3.4
O=C1NC(=O)C(CCc2ccncc2)(CCc2ccncc2)C(=O)N1Cc1ccccc1	-8.0	-0.1
CCOC(=O)C1(Cc2ccc(Cl)cc2)CCN(C(C)CCn2cccn2)CC1 (stereo not given)	-7.2	23.7
CC(NS(C)(=O)=O)c1nnc2n1-c1ccc(Br)cc1C(c1ccccc1Cl)=NC2 (stereo not given)	5.2	-2.3
CC1=NCCc2c1[nH]c1cc(O)ccc21	-39.3	21.4
c1ccc(C2(NC3=NCCO3)CCCCC2)cc1	6.3	1.9
OC(c1ccccc1)(c1ccc(Cl)cc1)C1CN2CCC1CC2 (stereo not given)	47.3	-24.4
CN1C(=O)C(=Cc2ccc(Sc3ccccc3)o2)C(=O)N(C)C1=S	3.6	-5.3
CCOc1ccc(Cl)cc1CNCCc1ccc(F)cc1	-8.0	16.7
COc1ccc(C2C3C=CC(C3)C2C(=O)O)cc1 (stereo not given)	2.1	-1.5
COC(=O)C1=C(c2c(C)noc2C)C[C@@H]2CC[C@H]1N2C(=O)NCCNC(C)=O	1.1	-3.8
COc1ccc(C=C2C(=O)NC(=S)NC2=O)cc1	0.4	5.0
CC/C(=N\NC(=O)Nc1ccccc1)c1c(O)n(Cc2ccccc2)c(=O)[nH]c1=O	-4.4	-2.4

Complete entries as entered above. Screens in order: H9c2 TAG inh | H9c2 TAG inh DAPI viability
CN1CCN(CC(=O)Nc2ccc(Cl)cc2C(=O)c2ccccc2)CC1 in the list: 10.0 | -4.5
Cc1ncc(CN2CCCC(C(=O)c3cccc(OC(C)C)c3)C2)s1 (stereo not given) in the list: 5.8 | -2.9

The list continues:
SMILES	H9c2 TAG inh	H9c2 TAG inh DAPI viability
O=C1NC(=O)C2(CCCC2)C(=O)N1	4.0	5.6
CCN1CCOC(c2ccccc2)C1 (stereo not given)	-5.3	8.9
CC1(C)CC(CCNCc2ccc3c(c2)OCO3)(Cc2ccccc2)CCO1 (stereo not given)	-0.4	0.8
Cc1cc(C)[n+](CCCC[n+]2c(C)cc(C)cc2C)c(C)c1	-2.4	3.0
CC(C)c1ccc(N=Cc2c(O)n(C3CC3)c(=S)[nH]c2=O)cc1	-2.1	-3.4
Cn1c(O)c(C(=NCCc2c[nH]c3ccccc23)c2ccccc2)c(=O)n(C)c1=O	-11.3	11.8
CC(C)n1cc(C(=O)N(CC(=O)NC2CCCC2)Cc2ccccc2)cn1	9.4	1.7
c1ccc2oc(N3CCNCC3)nc2c1	0.0	11.6
Cc1ccc(OC(=O)N(C)C[C@@H]2OCc3cnnn3CCCC(=O)N([C@@H](C)CO)C[C@H]2C)cc1	5.5	2.6
Nc1c(C(=O)NCCN2CCOCC2)c2nc3ccccc3nc2n1Cc1ccccc1	28.7	185.6
COc1ccc(-c2[nH]ncc2CNC(C)Cc2cccc(C)n2)cc1F (stereo not given)	-2.1	-6.8
CC12CCC(O)CC1CCC1C2CCC2(C)C(C3=CC(=O)OC3)CCC12O (stereo not given)	8.0	-0.4
CC(C)NC(C)C(=O)c1ccc2ccccc2c1 (stereo not given)	-2.9	13.5
CCCCCCn1c(=O)c(C(=O)Nc2cccc(C)n2)c(O)c2ccccc21	7.0	3.7
CC(=O)N1CCCSC1=Nc1ccccc1	-14.4	8.5
C/C(CC(c1ccccc1)c1c(O)c2ccccc2oc1=O)=N\Nc1ccc([N+](=O)[O-])cc1[N+](=O)[O-] (stereo not given)	15.6	-6.1
CCOC(=O)N(c1ccccc1)P1(=S)OCCO1	-4.5	-0.6
O=C1NC(=S)NC(=O)C1C1CCCCC1	2.3	-6.6
CC(NC(=O)Cc1cccc2ccccc12)C(=O)N1CCC(=O)CC1 (stereo not given)	0.1	2.3
CC(C)C1C(C#N)=C(N)Oc2c1c(=O)oc1ccccc21 (stereo not given)	-3.4	9.4
Cc1ccc(NP(=O)(Oc2ccccc2)Oc2ccccc2)cc1	1.7	-5.7
OCC1(CO)COC(c2cccnc2)N1 (stereo not given)	-7.0	14.8
COC(=O)C1=C(c2ccc(Cl)c(C(F)(F)F)c2)C[C@@H]2CC[C@H]1N2C(=O)N1CCC(C)CC1	-17.8	-12.0
COc1cc(C)c(CN2CC=C(c3ccc(F)cc3)CC2)cc1C	-18.3	6.4
CC[N+]12CCC(CC1)C(C(O)(c1ccccc1)c1ccccc1)C2 (stereo not given)	8.3	-13.9
Next entries follow.
SMILES	H9c2 TAG inh	H9c2 TAG inh DAPI viability
COc1ccc(C(=O)C2CCCN(Cc3cccc(C)n3)C2)c(OC)c1 (stereo not given)	-25.8	1.5
O=c1cc(C(F)(F)F)c2cc3c4c(c2o1)CCCN4CCC3	-31.6	8.7
CN1CCC(n2nccc2N)CC1	-5.8	-5.3
N/C(=N\[N+](=O)[O-])NCCCC(NC(=O)CNC(=O)c1ccccc1)C(=O)O (stereo not given)	-3.8	6.4
CCN(CC)P(=O)(Oc1ccccc1)Oc1ccccc1	-17.9	2.3
Cn1cccc1/C=C1\C(=O)NC(=O)N(Cc2ccccc2)C1=O	19.5	-0.1
CCC(C)C1NC(=O)C2CCCN2C(=O)C(CC(C)C)OC(=O)CCNC(=O)C(C)N(C)C(=O)C(C(C)C)N(C)C1=O (stereo not given)	98.6	-68.8
CC(=O)O[C@@H]1[C@H]2CC[C@@H]3[C@]1(C[C@@H](OC(C)=O)[C@@]1(O)C([C@@H]4O[C@@H]4C1(C)C)[C@]3(C)O)C[C@@]2(C)O (stereo not given in full)	-18.6	-7.7
CC(C)c1ccc(N=Nc2c(O)[nH]c(=O)[nH]c2=O)cc1	-10.3	10.5
Cn1cccc1/C=C1\C(=O)NC(=O)N(Cc2ccco2)C1=O	3.4	-9.1
COC(=O)C1=C(c2ccc3ccccc3c2)C[C@@H]2CC[C@H]1N2C(=O)NCCCOC(C)C	-0.2	-1.1
CC12CCC(=O)C=C1CCC1C2CCC2(C)C(O)(C(=O)CO)CCC12O (stereo not given)	-16.3	17.3
O=C(Cc1ccccc1F)N1CCN(CC(=O)N2CCCC2)CC1	1.8	7.1
CCCCn1c(O)c(C(=O)/C=C/c2ccc3c(c2)OCO3)c(=O)[nH]c1=O	10.8	-0.6
CN(C)C1C(=O)C(C(N)=O)=C(O)C2(O)C(=O)C3=C(O)c4c(O)cccc4C(C)(O)C3C(O)C12 (stereo not given)	-6.3	2.3
O=C(Cc1ccccc1)OCC(=O)c1ccc(F)cc1	-7.0	-3.4

Compounds above with a furan ring, fused or not, in the order listed:
SMILES	H9c2 TAG inh	H9c2 TAG inh DAPI viability
O=C(c1ccco1)c1cn(Cc2ccccc2)c2ccccc12	-12.3	-0.5
Cc1ccc2c(c1)C1CN(C)CCC1N2C(=O)c1ccc(Br)o1 (stereo not given)	3.4	3.3
CC(=O)NCC1=C(c2ccc3ccccc3c2)C[C@@H]2CC[C@H]1N2Cc1ccco1	-0.4	-0.3
COC(=O)C1=C(c2ccc(F)cc2OCc2ccccc2)C[C@@H]2CC[C@H]1N2C(=O)NCc1cc(C)oc1C(F)(F)F	36.3	-15.5
COc1cccc(OC)c1C1=NCC(=O)Nc2c1oc1ccc(Br)cc21	0.7	-24.1
CN1C(=O)C(=Cc2ccc(Sc3ccccc3)o2)C(=O)N(C)C1=S	3.6	-5.3
Cn1cccc1/C=C1\C(=O)NC(=O)N(Cc2ccco2)C1=O	3.4	-9.1
